bIAP activator – intestinal alkaline phosphatase (bovine) activation; purified bovine IAP, CDP-star luminescence, 30 min; hits give high values; fold of DMSO-control signal, blank-subtracted; activation factor at 20 µM; actives 0.17% (n = 200,000); AID 1016;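 active means activation factor of 2 or more at 20 µM, a signal rise over negative controls twice the positive control's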
RAM inhibit – yeast RAM network inhibition. inhibition, % at 50 µM. actives 1.8% (n = 190,000). S. cerevisiae dse1pr::URA3 reporter, 5-FOA growth OD615, 2 d; analog-sensitive cbk1-as2 kinase mutant strain;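 active means inhibition above a set limit, 3 SD over mean compound inhibition, cut at about 8.4% in these data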;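 further: 0% = DMSO-only wells with no growth and 100% = 10 µM 1-NA-PP1 full growth; inhibition rescues growth on 5-FOA so higher OD means more RAM inhibition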
FLuc act counter – firefly luciferase counter-screen for stimulation assays | P08659 | ATPlite luciferase biochemical, luminescence, 10 min; 0 = ATP-free wells, 1 = DMSO control | activation factor at 10 µM | 200,000 tested, under 10 active;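 active means luciferase activation factor, scaled between plate controls, of at least 2 with compound at 10 µM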
Target sequence (P08659 whole entry, looked up): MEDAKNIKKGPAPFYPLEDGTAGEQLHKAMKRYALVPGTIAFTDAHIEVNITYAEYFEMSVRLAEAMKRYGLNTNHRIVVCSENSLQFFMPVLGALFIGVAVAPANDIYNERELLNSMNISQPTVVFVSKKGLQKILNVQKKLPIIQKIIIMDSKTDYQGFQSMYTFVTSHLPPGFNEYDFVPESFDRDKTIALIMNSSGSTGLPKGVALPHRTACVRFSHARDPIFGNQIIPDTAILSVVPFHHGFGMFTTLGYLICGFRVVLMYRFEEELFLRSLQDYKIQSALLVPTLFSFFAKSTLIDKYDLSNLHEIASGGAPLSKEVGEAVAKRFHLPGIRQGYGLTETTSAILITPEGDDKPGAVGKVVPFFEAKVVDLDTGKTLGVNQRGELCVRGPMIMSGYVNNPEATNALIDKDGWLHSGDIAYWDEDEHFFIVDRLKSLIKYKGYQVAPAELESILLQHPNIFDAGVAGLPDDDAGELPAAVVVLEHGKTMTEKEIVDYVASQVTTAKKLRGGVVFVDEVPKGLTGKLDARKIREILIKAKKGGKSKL
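Material: Luciferase/luciferin reagent mix | Doses: Test compounds dosed from 2 mM stocks in 100% DMSO | Timing: 10 min incubation after luciferase reagent addition, room temperature | Measured by: Luminescence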
APP transl inh – APP translation inhibition | inhibition, % at 2 µM | SH-SY5Y APP 5'UTR-luciferase reporter, luminescence | actives 0.82% (n = 190,000);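 active means inhibition above a set limit, derived from the sample mean plus 3 SD, cut at about 45% in these data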; further: values of inactives mirror those of a sister screen read the other way
TNAP inh hi DEA – TNAP (human) inhibition, high acceptor. P05186. purified TNAP, CDP-star luminescence, 1 M DEA. inhibition, % at 20 µM. actives 0.03% (n = 200,000). AID 1135;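 active means over 50% inhibition of tissue-nonspecific alkaline phosphatase at 20 µM in the single-dose screen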;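 further: plate controls were DMSO wells for no effect and EDTA-quenched wells as full inhibition for full effect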
Target sequence (P05186 whole entry, looked up): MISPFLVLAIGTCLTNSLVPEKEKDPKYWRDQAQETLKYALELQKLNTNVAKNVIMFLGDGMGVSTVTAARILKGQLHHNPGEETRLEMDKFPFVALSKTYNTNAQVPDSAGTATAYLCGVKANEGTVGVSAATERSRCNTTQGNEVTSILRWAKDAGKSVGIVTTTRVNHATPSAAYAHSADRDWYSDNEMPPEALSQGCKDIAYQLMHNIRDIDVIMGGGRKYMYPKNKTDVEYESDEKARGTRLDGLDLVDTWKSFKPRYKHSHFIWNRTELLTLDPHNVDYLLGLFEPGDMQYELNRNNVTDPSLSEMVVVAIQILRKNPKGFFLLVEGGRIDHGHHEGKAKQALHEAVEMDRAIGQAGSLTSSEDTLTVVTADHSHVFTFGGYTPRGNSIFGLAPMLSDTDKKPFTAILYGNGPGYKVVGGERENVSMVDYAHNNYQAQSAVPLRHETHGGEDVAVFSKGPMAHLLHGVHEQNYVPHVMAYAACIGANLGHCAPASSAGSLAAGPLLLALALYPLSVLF
TNAP inh noacc – blocks human TNAP activity with no phosphate acceptor present; inhibition, % at 20 µM; purified TNAP, CDP-star luminescence, 30 min; P05186; actives 0.26% (n = 200,000);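 active means tissue-nonspecific alkaline phosphatase inhibition above about 50% at 20 µM in the single-dose screen, limit read from the data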;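 further: 0% = DMSO negative control and 100% = EDTA positive control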
FLuc inh counter – counter-screen for luciferase assay inhibitors: firefly luciferase inhibition; P08659; ATPLite firefly luciferase biochemical luminescence, 10 min; inhibition, % at 10 µM; actives 1.5% (n = 200,000); AID 1006;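 active means inhibition above about 50% when tested at 10 µM, limit read from the data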
L major viab – reduces viability of Leishmania major promastigotes. resazurin fluorescence viability. inhibition, % at 10 µM. actives 9% (n = 200,000); in the data active means inhibition above about 50%;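 further: promastigotes grown with compound for 44 hours at 28 °C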
bIAP inhibitor – intestinal alkaline phosphatase (bovine) inhibition | purified bovine IAP, CDP-star luminescence, 30 min | inhibition, % at 20 µM | 190,000 tested, under 10 active;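 active means over 50% inhibition of intestinal alkaline phosphatase at 20 µM in the single-dose screen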
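Assay system: bovine IAP enzyme; medium: DEA buffer 100 mM, pH 9.8, with MgCl2 1.0 mM, ZnCl2 0.02 mM; doses: 20 µM single dose; incubation: enzyme reaction for 30 min at room temperature; detection: CDP-star luminescence signal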
TNAP act hi DEA – increases human TNAP activity under high phosphate acceptor concentration. P05186. purified TNAP, CDP-star luminescence, 1 M DEA, 30 min; hits give high values; 0 = EDTA background, 1 = DMSO-only activity. activation factor at 20 µM. 200,000 tested, under 10 active. AID 1136;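 active means activation factor at least 2 at 20 µM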
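Measured by: Luminescent substrate turnover signal | Test system: Human TNAP | Input: TNAP 1/800 final | Dosing: 20 µM single point | Schedule: 30 min, room temperature | Controls: EDTA wells as negative control, DMSO wells as positive control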
* marks the source's active call; other numbers are inactive results; / = no result given.

SMILES | bIAP activator | RAM inhibit | FLuc act counter | APP transl inh | TNAP inh hi DEA | TNAP inh noacc | FLuc inh counter | L major viab | bIAP inhibitor | TNAP act hi DEA
CC(C)C(=O)Nc1ccc(NC(=O)CCc2ccccc2)cn1 | 0.9 | 0.8 | 1 | -10 | -6 | -9 | -2 | 9 | 10 | 1.1
Cc1ccc(C)c(N2CCN(C(=O)c3ccc4nc(-c5ccco5)c(-c5ccco5)nc4c3)CC2)c1 | 0.9 | 6.2 | 1 | -12 | 4 | 0 | 2 | 82* | 6 | 1
CC1CCN(C(=O)CCCC(=O)O)CC1 | 0.9 | 0.4 | 1 | 2 | 3 | -4 | -3 | -6 | 9 | 1
COc1ccc(NC(=O)CN2CCN(S(=O)(=O)c3ccc(C(C)C)cc3)CC2)cc1OC | 1.1 | -1.4 | 1 | -1 | 0 | 4 | -2 | 3 | -7 | 1
N#CC1=C2SCN(Cc3ccccc3)CN2C(=O)CC1c1cccs1 (stereo not given) | 0.9 | 1.9 | 0.9 | 0 | 0 | -11 | 5 | 0 | 10 | 1
CCOC(=O)Cc1csc(N/N=C/c2ccc(C(F)(F)F)cc2)n1 | 0.9 | 3.6 | 1.1 | 31 | -6 | -20 | -8 | -7 | 5 | 1.1
CCOP(=O)(c1ccccc1)C(O)c1ccc(Br)cc1 (stereo not given) | 0.9 | 0.1 | 1 | 3 | -2 | -18 | -2 | -6 | 11 | 1
CN(Cc1ccco1)C(=O)C(Cc1ccccc1)NS(=O)(=O)c1ccc2c(c1)CCC(=O)N2 (stereo not given) | 1 | -1.1 | 1 | 15 | -6 | -14 | -1 | -1 | -2 | 1.1
O=C(Nc1c2n(c(=S)n(-c3ccccc3)c1=O)CCCCC2)c1ccccc1 | 1 | 1.7 | 1 | 2 | -4 | 11 | 2 | -3 | -3 | 1
O=C(NCc1ccccc1Cl)C1CCN(S(=O)(=O)c2ccc(F)cc2)CC1 | 0.9 | 1.0 | 1.1 | -6 | -6 | -18 | -6 | 1 | 5 | 1.1
COc1ccc2sc(/C=C/c3ccccc3O)[n+](C)c2c1 | 0.5 | -0.1 | 1 | 9 | 42 | 50 | 5 | 92* | / | 0.6
O=C(CSCc1ccccc1)Nc1ccc(Cl)cn1 | 0.9 | 1.8 | 1 | -25 | -4 | -7 | 1 | 0 | 5 | 1
COc1ccc(CN2CCNC(=O)C2CC(=O)N(C)Cc2ccon2)c(OC)c1 (stereo not given) | 1 | 0.5 | 1 | 4 | -1 | -1 | -4 | -13 | -1 | 1
O=C(CN1CCCC1)N1CCCC(c2ccc(F)cc2)c2ccc(F)cc21 (stereo not given) | 0.8 | -0.3 | 1.1 | -10 | -2 | -6 | -6 | 23 | 21 | 1
O=C(Cc1csc(Nc2nc(=S)[nH]c3ccccc23)n1)NCc1ccc(Cl)cc1 | 1 | 1.1 | 1 | 7 | 5 | 0 | -2 | 48 | -1 | 0.9

The last 3 compounds of the section before come first, to join the parts:
SMILES | bIAP activator | RAM inhibit | FLuc act counter | APP transl inh | TNAP inh hi DEA | TNAP inh noacc | FLuc inh counter | L major viab | bIAP inhibitor | TNAP act hi DEA
COc1ccc(CN2CCNC(=O)C2CC(=O)N(C)Cc2ccon2)c(OC)c1 (stereo not given) | 1 | 0.5 | 1 | 4 | -1 | -1 | -4 | -13 | -1 | 1
O=C(CN1CCCC1)N1CCCC(c2ccc(F)cc2)c2ccc(F)cc21 (stereo not given) | 0.8 | -0.3 | 1.1 | -10 | -2 | -6 | -6 | 23 | 21 | 1
O=C(Cc1csc(Nc2nc(=S)[nH]c3ccccc23)n1)NCc1ccc(Cl)cc1 | 1 | 1.1 | 1 | 7 | 5 | 0 | -2 | 48 | -1 | 0.9
COc1ccccc1-c1nnc(Nc2nc3c(OC)cccc3s2)o1 | 0.9 | 7.4 | 0.9 | 87* | 0 | -35 | 12 | 98* | 12 | 1
CC(=O)NC(Nc1c(C)n(C)n(-c2ccccc2)c1=O)C(Cl)(Cl)Cl (stereo not given) | 1.1 | 3.1 | 1.1 | -10 | -7 | -12 | -5 | 0 | -6 | 1.1
COc1ccccc1C1=NNC(=Nc2cccc(S(=O)(=O)N(C)C)c2)SC1 | 1.2 | 3.0 | 1 | 11 | -2 | -11 | 0 | -6 | -16 | 1
Cc1ccc2c(c1)C(=O)N(CCCCO)C2=O | 1.1 | 1.1 | 1 | -8 | -2 | -8 | -1 | -1 | -10 | 1
Cc1cc(=O)[nH]c(SCC(=O)NCCOc2ccccc2)n1 | 0.9 | 0.9 | 1 | -2 | 1 | -4 | -3 | -8 | 5 | 1
Cc1ccc2cc3cc(C(=O)N4CCCCCC4)oc3nc2c1 | 1 | 1.7 | 0.3 | -167 | -2 | -10 | 70* | 10 | -1 | 1
COc1ccc(NC(=O)c2ccc(-c3ccccc3)cc2)cc1NS(=O)(=O)c1ccc(F)cc1 | 1 | 3.8 | 1 | -2 | 2 | -6 | -4 | 91* | 4 | 1
COc1ccc(/C=C/C(=O)Nc2cc(C)on2)cc1 | 0.9 | 3.5 | 0.9 | -40 | -4 | -3 | 11 | -9 | 11 | 1
Cc1nn(Cc2ccccc2)c(Cl)c1/C=C/C(=O)OCC(=O)N1CCCC1=O | 1.1 | 0.4 | 1 | -22 | -3 | 1 | -5 | -6 | -6 | 1
CCOc1ccccc1NC(=O)c1cccc(NC(=O)C(C)C)c1 | 1 | 0.2 | 1.1 | 5 | -7 | -18 | -7 | 0 | 1 | 1.1
CCOC(=O)CCCNC(=O)COC(=O)c1cccc(F)c1 | 1.1 | 1.6 | 1 | 3 | 0 | -8 | -5 | -5 | -6 | 1
C/C(N)=C(/C#N)C(=O)CSc1nc2scc(-c3ccccc3)c2c(=O)n1C | 1 | 9.6* | 1 | -12 | -2 | -10 | 3 | -1 | -1 | 1
COc1ccc2oc(-c3ccccc3[N+](=O)[O-])cc(=O)c2c1 | 1.1 | 3.2 | 0.9 | 2 | -1 | -6 | 11 | 0 | -9 | 1
COc1ccc(-n2c(C(C)n3nc(C)c([N+](=O)[O-])c3C)n[nH]c2=S)cc1 (stereo not given) | 1.1 | 1.5 | 1 | 3 | -1 | -4 | -3 | -6 | -7 | 1
CCN(CC)S(=O)(=O)c1ccc(OC)c(NC(=O)c2cc3c(=O)n4ccccc4nc3s2)c1 | 1 | 3.1 | 1.1 | -11 | 0 | -12 | -7 | -1 | 0 | 1
O=C(CCC(=O)Nc1ccc(Br)cc1)N/N=C/c1cc([N+](=O)[O-])ccc1O | 1.2 | 2.5 | 1 | 11 | 6 | -16 | 2 | 7 | -17 | 0.9
CC(=O)c1ccc(OCC(=O)Nc2ccc3c(c2)CCC3)cc1 | 0.8 | 3.0 | 1 | -12 | -2 | -10 | -2 | 2 | 15 | 1
Cc1ccccc1C(=O)OC1OC(=O)C(Cl)=C1N1CCOCC1 (stereo not given) | 1.2 | 1.5 | 1 | -6 | -4 | 6 | -2 | 42 | -17 | 1
CC(C)(C)NC(=O)C1Cc2ccccc2CN1C(=O)Nc1cccc(Cl)c1 (stereo not given) | 1 | 2.0 | 1 | -21 | -2 | -15 | -4 | 0 | 2 | 1
Cc1cc(C)nc(NC(=O)c2ccc(Cl)cc2[N+](=O)[O-])c1 | 0.9 | 1.2 | 1 | -22 | 2 | -4 | 2 | -8 | 14 | 1
S=C(Nc1ccccc1Cl)NC1CCC(NC(=S)Nc2ccccc2Cl)CC1 (stereo not given) | 1.1 | 5.3 | 1.1 | -16 | -9 | -19 | -8 | -6 | -9 | 1.1
COc1ccc(Nc2nnc(SCc3cn4c(C)cccc4n3)s2)cc1 | 1.2 | -0.6 | 1 | -20 | 2 | -12 | 0 | -2 | -22 | 1
COC(=O)c1sccc1NC(=O)CSc1ccccc1NC(=O)CNC(C)C | 1.2 | 1.6 | 1.1 | -21 | 0 | 6 | -6 | 11 | -17 | 1
O=C(NCCc1c[nH]c2ccccc12)C(=O)NCC1OCCCN1S(=O)(=O)c1cc(F)ccc1F (stereo not given) | 1 | 1.9 | 1 | 9 | -5 | -12 | -2 | 17 | -4 | 1
O=C(Cc1cc(=O)[nH]c(=O)[nH]1)N1CCN(C(=O)c2ccco2)CC1 | 1.1 | -0.3 | 1 | 4 | -7 | -20 | -2 | -8 | -7 | 1.1
O=C(/C=C/c1ccc2c(c1)OCO2)NCC1CCCO1 (stereo not given) | 0.9 | 1.8 | 0.8 | -27 | -2 | -3 | 22 | -7 | 6 | 1
CCOc1cc(/C=C(\C#N)C(=O)NCc2cccnc2)ccc1O | 0.7 | 0.9 | 1 | 15 | 21 | 11 | -4 | 15 | 26 | 0.8
CN(C)C(=O)/C(=C\c1ccc(-c2cccc([N+](=O)[O-])c2)o1)NC(=O)c1ccccc1 | 1.1 | 5.0 | 1 | -7 | -1 | -2 | -3 | 13 | -8 | 1
COc1cccc(N2C(=O)C3CCCN3C2c2ccc(F)cc2)c1 (stereo not given) | 1 | 2.6 | 1.1 | -5 | -8 | -6 | -6 | -5 | 2 | 1.1
CC12C=CC3(CN(Cc4ccccc4)C(=O)C3C1C(=O)NCc1ccco1)O2 (stereo not given) | 0.9 | -0.8 | 1.1 | -6 | -2 | -13 | -5 | -4 | 9 | 1
CN(Cc1ccccc1)C(=S)NC(=O)c1ccccc1 | 1 | 1.7 | 1.1 | 23 | -2 | -8 | -7 | -8 | 4 | 1
O=C(c1cc(S(=O)(=O)N2CCC3(CC2)OCCO3)ccc1F)N1CCCCC1 | 1 | 1.6 | 1 | 9 | 2 | -3 | -1 | -6 | -1 | 1
O=C(CC1Sc2ncnn2C1=O)Nc1ccc(Br)cc1 (stereo not given) | 1.1 | -0.9 | 1.1 | -18 | -2 | -27 | -7 | 17 | -5 | 1
CC(c1nnc(SCn2nnc3ccccc3c2=O)n1-c1ccc(Cl)cc1)N(C)C (stereo not given) | 0.8 | 2.1 | 1.1 | -16 | -5 | -9 | -6 | -3 | 20 | 1.1
COc1cc(C(=O)OC2CCCCC2=O)cc(OC)c1C (stereo not given) | 1 | -0.1 | 1.1 | -4 | -4 | -8 | -5 | 29 | 3 | 1
O=C(c1ccc(Br)cc1)c1cc([N+](=O)[O-])ccc1N1CCOCC1 | 1.1 | 0.9 | 1 | 88* | 1 | -8 | -1 | 1 | -8 | 1
CC(C)C(NC(=O)c1ccccc1)c1nnc(SCC(=O)Nc2nccs2)n1C (stereo not given) | 0.9 | 0.1 | 1 | -2 | -1 | -3 | -4 | 49 | 11 | 1
CC1CCCCN1C(=O)c1cnn2c(C(F)(F)F)cc(-c3ccco3)nc12 (stereo not given) | 0.9 | 1.4 | 1.1 | 4 | -5 | -12 | -6 | 3 | 9 | 1.1

A draw from above in order of number of heavy atoms, high to low.
SMILES | bIAP activator | RAM inhibit | FLuc act counter | APP transl inh | TNAP inh hi DEA | TNAP inh noacc | FLuc inh counter | L major viab | bIAP inhibitor | TNAP act hi DEA
CN(Cc1ccco1)C(=O)C(Cc1ccccc1)NS(=O)(=O)c1ccc2c(c1)CCC(=O)N2 (stereo not given) | 1 | -1.1 | 1 | 15 | -6 | -14 | -1 | -1 | -2 | 1.1
COc1ccc2oc(-c3ccccc3[N+](=O)[O-])cc(=O)c2c1 | 1.1 | 3.2 | 0.9 | 2 | -1 | -6 | 11 | 0 | -9 | 1
O=C(CC1Sc2ncnn2C1=O)Nc1ccc(Br)cc1 (stereo not given) | 1.1 | -0.9 | 1.1 | -18 | -2 | -27 | -7 | 17 | -5 | 1

Source: PubChem
